Source: PubChem (several laboratories)
DNMT1 inh = inhibitors of human DNMT1. actives 0.83% (n = 360,000). AID 588458. DNMT1 molecular beacon, Hinp1I cleavage, fluorescence. inhibition (reported as % activation of signal), % at 10 µM; in the data active means inhibition above about 50%
CendR NRP1 mod = NRP-1/CendR interaction modulation; O14786; FAM-RPARPAR peptide binding to NRP-1, fluorescence polarization; inhibition, % at 25 µM; actives 0.85% (n = 360,000);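 active means inhibition or corrected inhibition above about 18%, plus a signal ratio from 0.5 to 1.5, limit read from the data, passing the limit was not always enough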; further: strong numbers were not always called active
Target sequence (O14786 whole entry, looked up): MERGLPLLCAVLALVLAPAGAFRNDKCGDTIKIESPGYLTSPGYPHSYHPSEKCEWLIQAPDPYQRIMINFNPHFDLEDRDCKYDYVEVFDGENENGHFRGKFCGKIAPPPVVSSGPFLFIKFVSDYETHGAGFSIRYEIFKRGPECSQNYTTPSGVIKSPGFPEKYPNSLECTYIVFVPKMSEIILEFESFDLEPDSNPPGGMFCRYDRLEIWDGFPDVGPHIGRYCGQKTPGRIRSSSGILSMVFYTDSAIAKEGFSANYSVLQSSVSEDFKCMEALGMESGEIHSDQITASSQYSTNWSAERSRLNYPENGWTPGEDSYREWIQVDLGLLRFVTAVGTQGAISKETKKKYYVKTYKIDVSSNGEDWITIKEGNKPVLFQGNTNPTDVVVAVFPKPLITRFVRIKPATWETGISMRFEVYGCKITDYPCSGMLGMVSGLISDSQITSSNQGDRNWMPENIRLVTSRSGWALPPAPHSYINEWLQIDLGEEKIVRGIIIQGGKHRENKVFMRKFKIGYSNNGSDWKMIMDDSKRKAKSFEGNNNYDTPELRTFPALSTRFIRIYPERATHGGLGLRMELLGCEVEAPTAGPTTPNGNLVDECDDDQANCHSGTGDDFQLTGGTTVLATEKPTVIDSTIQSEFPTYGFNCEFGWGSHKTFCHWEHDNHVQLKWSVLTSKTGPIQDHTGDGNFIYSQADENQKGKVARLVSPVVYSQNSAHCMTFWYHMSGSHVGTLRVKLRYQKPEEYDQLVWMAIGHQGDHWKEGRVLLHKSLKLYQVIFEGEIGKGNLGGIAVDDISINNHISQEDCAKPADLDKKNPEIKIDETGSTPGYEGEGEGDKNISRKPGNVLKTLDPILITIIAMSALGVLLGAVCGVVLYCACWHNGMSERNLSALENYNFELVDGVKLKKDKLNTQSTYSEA
bovine MsrA act = activates bovine MsrA enzyme. actives 0.3% (n = 360,000). activation, % at 10.6 µM. purified bovine MsrA, absorbance read-out. AID 602163; in the data active means activation above about 7.5%;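 further: 0% = vehicle and 100% = reference activator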
STEP block = blocks human striatal-enriched tyrosine phosphatase; recombinant STEP, OMFP fluorogenic substrate, fluorescence; P54829; actives 0.25% (n = 360,000); inhibition, % at 20 µM; AID 588621;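 active means inhibition at 20 µM, scaled per plate between control wells, above about 37%, limit read from the data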;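 further: 0% = DMSO with enzyme and substrate and 100% = substrate only without enzyme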
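System: STEP phosphatase, cell-free reaction; Buffer or medium: Bis-Tris pH 6.0 buffer with DTT, detergent; Incubation: 20 min at room temperature, dark; Measured by: fluorescence, 480/540 nm.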
MsrA inh = inhibitors of bovine MsrA; purified bovine MsrA, absorbance read-out; inhibition, % at 15.5 µM; actives 0.75% (n = 360,000); AID 651718; in the data active means inhibition above about 4.5%;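 further: 0% = vehicle wells with enzyme and 100% = reference inhibitor wells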
TbMetRS inhib = Trypanosoma brucei MetRS inhibition; purified T. brucei MetRS, ATP depletion, Kinase-Glo luminescence; inhibition, % at 11.9 µM; actives 0.4% (n = 360,000); AID 624268;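 active means inhibition above a per-plate cutoff of the control wells' mean inhibition plus 3 SD, cut at about 5.5% in these data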;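 further: 0% = DMSO wells median and 100% = median of wells with control inhibitor compound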
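Material – parasite MetRS enzyme · Medium – HEPES-MgCl2-KCl buffer plus DTT, spermine, BSA, pyrophosphatase · Reagent – ATP, methionine and E. coli bulk tRNA substrates · Times – 15 min enzyme-compound preincubation, 2 h reaction, 10 min detection, 25 °C · Measured by – luminescence of leftover ATP · Evaluation – percent inhibition relative to median high and low control wells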
LMPTP inh = LMPTP (human) inhibition; recombinant LMPTP-A, OMFP fluorogenic substrate, fluorescence intensity; inhibition, % at 20 µM; actives 0.22% (n = 360,000); AID 651560;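 active means compounds that cut the enzyme signal by at least half of the control window in the single-dose screen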;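 further: plate controls were DMSO wells with enzyme plus substrate for no effect and substrate without enzyme for full effect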
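Material: LMPTP-A; amount: 0.625 nM enzyme; doses: single 20 µM dose; times: reaction 50 min, room temperature, dark; technique: fluorescence intensity of OMFP turnover product; benchmarks: no-enzyme and uninhibited controls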
SUMO1 PPI mod = modulators of human SUMO1-mediated protein-protein interactions. inhibition, % at 20 µM. AID 602429. SUMO1 binding to a labelled peptide, TR-FRET, 1 h. actives 0.33% (n = 360,000). P63165; in the data active means inhibition above about 37%
Target sequence (P63165 whole entry, looked up): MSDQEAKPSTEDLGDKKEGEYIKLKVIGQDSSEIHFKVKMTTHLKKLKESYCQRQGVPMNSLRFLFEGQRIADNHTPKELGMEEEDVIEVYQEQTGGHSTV
Scp1 inh = inhibitors of human Scp-1 phosphatase. Q9GZU7. Recombinant Scp1, phosphopeptide, malachite green phosphate absorbance. inhibition, % at 20 µM. actives 0.88% (n = 340,000). AID 493091;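 active means inhibition above about 50% at 20 µM, limit read from the data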;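 further: plate controls were DMSO wells with enzyme for no effect and wells lacking enzyme for full effect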
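assay system = SCP-1 phosphatase catalytic domain, residues 76-261 | buffer or medium = 50 mM Tris acetate pH 5.5, 0.005% Tween-20, 10 mM MgCl2 | incubation = enzyme reaction 45 min at room temperature, colour 5 min, stabilisation 30 min | signal = Phosphate-binding colour reagent, absorbance read at 630 nm | measure = % inhibition at 20 µM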
E coli Lon inh = inhibitors of E. coli Lon protease. purified E. coli Lon protease, fluorescence polarization. actives 0.42% (n = 360,000). inhibition, % at 7.94 µM. P0A9M0; in the data active means inhibition above about 13%, passing the limit was not always enough;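 further: 0% = enzyme with probe and DMSO and 100% = no enzyme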
The depositor's hits bear a star; / = not tested or not shown. An unsorted share of the library; overall some 4.3% were active at least once.

No.	smiles	DNMT1 inh	CendR NRP1 mod	bovine MsrA act	STEP block	MsrA inh	TbMetRS inhib	LMPTP inh	SUMO1 PPI mod	Scp1 inh	E coli Lon inh
1	Cc1ccccc1S(=O)(=O)c1c(C)cc(C)n(CC(C)C)c1=O	-0.5	-1.3	-4.0	1.5	-0.4	-1.9	2.4	1.3	-7.7	-8.4
2	c1ccc(-c2nc(CSc3nnc(-c4cccs4)o3)cs2)cc1	-4.1	6.0	-13.2	2.0	-1.5	-1.1	1.4	-6.6	0.4	-4.3
3	CC(C)CC(NC(N)=O)C(=O)Nc1ccc2c(c1)OCO2 (stereo unspecified)	-22.6	9.3	1.0	0.9	1.2	0.1	1.2	4.7	-3.7	2.5
4	O=C(NCc1ccc(OC(F)(F)F)cc1)C1CC(c2ccccc2C(F)(F)F)=NO1 (stereo unspecified)	3.6	11.5	-0.9	1.8	0.3	-0.2	1.4	7.9	-11.3	0.6
5	CNc1nc(C)cc(C)c1S(=O)(=O)c1ccc(Cl)cc1	-2.1	2.8	2.4	4.6	0.0	-0.3	0.5	-2.2	1.1	6.0
6	COc1ccc(OC)c(CC(NC(C)=O)C(=O)NC2CCN(C(=O)c3cccc(C)c3)CC2)c1 (stereo unspecified)	0.4	6.0	-1.6	1.1	-0.9	-0.4	-0.3	-3.1	-7.9	-2.1
7	COc1cc(CNc2cccc(F)c2)cc(Br)c1O	-32.8	5.1	-9.0	-7.1	1.3	-0.4	-1.2	1.2	2.3	-9.2
8	CC(/C=N/NC(=O)c1cc(-c2cccn2C)n[nH]1)=C\c1ccccc1	-7.1	0.0	-7.6	3.0	2.3	-1.1	0.2	-12.0	-4.2	1.7
9	COc1ccc(Cl)cc1NC(=O)COC(=O)C1CC1	5.5	0.9	-12.0	-5.6	-0.2	-0.3	-0.1	4.8	-0.7	-7.4
10	CC(C)[C@H](NC(=O)c1ccco1)C(=O)OCC(=O)Nc1ccccc1OC(F)F	2.1	-7.9	-2.7	-1.7	-0.6	0.5	-2.2	5.0	-9.6	-6.8
11	CCn1cnc2c1c(=O)n(CC(=O)NCc1ccccc1)c(=O)n2Cc1ccccc1	0.4	-9.4	-11.1	-4.4	-0.1	-1.2	0.3	0.9	2.2	3.6
12	O=C(COC(=O)CNC(=O)c1ccccc1)NC12CC3CC(CC(C3)C1)C2	-1.8	3.8	-2.4	-0.1	-0.9	-0.3	0.1	1.9	/	-3.1
13	COc1ccc(CCN(C)C(=O)CSc2nnc(C3CC3)n2N)cc1OC	0.1	12.4	-1.9	1.9	0.5	-0.5	-1.1	1.1	-2.0	2.8
14	COc1ccc(CN(Cc2nc3ccccc3c(=O)[nH]2)C(=O)NC2CCCCC2)cc1	0.1	-10.5	-1.1	-1.8	-0.5	0.5	-0.2	1.2	-9.2	-2.7
15	O=C(CN1CCN(C(=O)N2CCOCC2)CC1)Nc1ccc(Br)cc1	3.0	-4.7	-10.3	-0.6	1.0	-1.6	-1.0	-0.9	-8.7	4.8
16	CCOC(=O)N1CCN(C(=O)CCc2ccc(S(=O)(=O)NCC(C)C)cc2)CC1	-1.1	-5.2	-2.8	0.2	0.2	-0.4	-0.9	1.1	-6.2	-3.3
17	COc1ccc(/C=C2/C(=O)N(c3nc4ccccc4s3)N=C2CSc2ccc(Cl)cc2)cc1	65.1*	-5.6	-13.5	3.7	-0.2	-1.0	22.2	25.8	7.5	-5.4
18	O=C(COc1ccc(Cl)cc1Br)N1CCN(S(=O)(=O)c2ccccc2)CC1	-0.9	8.6	-3.2	-3.3	-0.6	-0.3	2.4	-1.3	-4.2	5.6
19	CCCCN(C)c1c(C)nc2ccc(C(=O)NC3CCN(C)CC3)cn12	-3.0	-2.3	-1.9	1.4	-0.1	0.0	-2.3	-2.7	/	6.8
20	CC(C)C(NC=C1C(=O)OC(C)(C)OC1=O)C(=O)O (stereo unspecified)	3.6	-2.7	-11.8	-1.7	-2.2	-1.8	-1.8	-1.2	4.6	2.4
21	CCOc1ccc(/C=C/C2=Cc3c(sc(NC(=O)CSc4n[nH]c(N)n4)c3C#N)C(C)(C)C2)cc1	-18.8	-194.8	-3.9	-2.8	0.6	0.0	-0.7	22.2	-6.2	-70.5
22	CSc1nccc(Oc2ccccc2Cl)n1	-4.2	4.0	-3.2	4.1	-0.6	0.0	1.2	-1.8	-3.5	3.4
23	Cc1cc(C(=O)N2CCN(c3ccccc3)CC2)c(C)o1	0.6	4.2	-12.2	-4.5	-0.8	-1.7	2.3	1.5	2.3	-8.7
24	CCOC(=O)c1c(C)[nH]c(C(=O)COc2ccc3c(c2)OCO3)c1C	-3.5	-8.1	2.2	0.7	-0.4	-1.1	0.3	-1.8	-1.8	-6.0
25	O=C(N/N=C/c1ccccn1)c1ccc(Br)cc1	1.0	-3.9	-1.9	72.5*	0.5	0.3	-0.5	-5.8	-11.8	-0.3
26	Cn1c(-c2cc3ccc(OC(=O)C(C)(C)C)cc3oc2=O)nc2ccccc21	2.7	5.4	-13.4	0.0	0.8	-1.4	0.6	-25.2	0.2	-3.7
27	Cc1nc(CCNC(=O)CC2C(=O)NCCN2CC(C)(C)C)nc2c1CCC2 (stereo unspecified)	-3.0	8.8	-5.8	-3.0	0.1	-0.6	-0.6	5.2	-4.8	22.0*
28	CCCOc1ccc(N2C(=O)CC(NCc3ccc(S(N)(=O)=O)cc3)C2=O)cc1 (stereo unspecified)	0.4	3.2	5.6	1.4	-0.3	-0.2	-0.9	0.1	-4.1	-6.5
29	CC(C)(C)C(=O)N1CCN(C(c2ccccc2)c2ccccc2)CC1	-0.1	-4.2	-1.7	0.9	/	-0.7	-0.3	4.6	-9.1	-4.3
30	Cc1ccc(CNc2ccc(N3CCOCC3)cc2)s1	-4.2	10.2	-7.4	1.2	-1.2	-0.7	3.0	-4.6	-2.2	-3.6

Following part.
No.	smiles	DNMT1 inh	CendR NRP1 mod	bovine MsrA act	STEP block	MsrA inh	TbMetRS inhib	LMPTP inh	SUMO1 PPI mod	Scp1 inh	E coli Lon inh
31	CCCNC(C)C(=O)Nc1ccccc1C (stereo unspecified)	0.3	-0.5	-1.6	1.9	-1.1	-0.8	-0.6	3.8	-8.8	6.9
32	COc1ccc(CSCC(=O)Nc2ccccc2)cc1[N+](=O)[O-]	0.5	1.8	1.6	-0.8	0.3	0.4	-1.4	-17.9	-4.5	-8.8
33	Cc1ccc(S(=O)(=O)N(C)C)cc1NC(=O)COC(=O)c1ccc2ccccc2n1	0.0	-19.9	-3.5	-0.2	1.0	-0.2	-0.7	-24.8	-0.1	-17.2
34	Cc1ccc(C(=O)c2cncc(Br)c2)cc1	1.3	3.6	-0.6	-3.4	-0.8	-0.4	-0.6	-2.4	-0.3	-11.9
35	CCOC(=O)C1=C(CNCc2ccccc2Cl)NC(=O)NC1c1ccc2c(c1)OCO2 (stereo unspecified)	-0.5	24.4	1.4	4.6	-1.0	-0.1	-2.0	5.2	2.6	1.3
36	Cc1ccc(C(=O)NC2CCCCCC2)cc1N1CCCC1=O	0.2	-4.3	-0.3	1.0	-0.2	0.3	-0.6	-1.0	0.0	7.8
37	COC(=O)CSC(C)C(=O)Nc1nnc(C(C)C)s1 (stereo unspecified)	0.0	9.8	-0.9	0.4	2.0	-0.5	-1.8	-0.8	-4.7	-0.3
38	CCOC(=O)c1cc(NC(=O)c2cccs2)ccc1N1CCOCC1	-1.2	4.7	-2.6	-0.3	2.1	-0.5	-1.0	4.0	-2.5	0.5
39	CCOc1ccc(NC(=O)CSC(N)=O)cc1	-3.7	16.8	2.6	-0.1	-0.4	-0.2	-2.7	-6.5	7.1	-3.5
40	OC[C@@H]1CN(Cc2cccc(C(F)(F)F)c2)C[C@H](n2cnc3c(NCc4ccco4)ncnc32)O1	2.1	1.4	-0.2	-4.9	-0.7	-0.2	0.1	4.4	/	-0.7
41	COc1cccc(CN(C)C(=O)c2cc(S(=O)(=O)N3CCCC3)ccc2C)c1OC	4.1	1.2	-1.2	3.4	0.3	-0.3	-0.4	3.9	5.8	4.8
42	CCn1c(=O)cc(SCC(=O)N2CCN(c3ccccc3OC)CC2)c2ccccc21	4.2	5.1	-3.6	3.1	-0.3	0.2	1.9	5.0	-2.8	-3.1
43	COCCNC(=O)c1cc2c3ccccc3n(C)c2s1	-14.8	-15.1	-3.0	4.6	3.2	-0.1	-1.0	-0.6	-2.5	-1.4
44	Cc1cc(C)c(S(=O)(=O)N2CCN(C(=O)c3cc4ccccc4oc3=O)CC2)c(C)c1	-1.8	16.7	-0.6	-2.7	-0.8	-0.2	3.1	-2.7	-12.2	-5.3
45	Cc1[nH]ncc1-c1nc2ccccc2[nH]1	-0.8	-9.0	-3.6	-0.8	0.0	0.6	-51.7	4.1	-1.2	-10.8
46	CCN1C[C@@H]2[C@@H]3C(=O)N(C)C(=O)[C@@H]3[C@](C)(C1=O)N2C(=O)c1ccc(Cl)cc1	-2.1	4.5	6.8	1.7	0.1	-0.3	-1.5	1.6	-2.7	18.0
47	COc1ccc(NC(=O)CSc2nnnn2C2CCCCC2)cc1	-1.4	9.9	-2.2	-0.3	0.8	-0.8	0.9	-1.4	-5.2	11.1
48	CC(=O)N1c2ccc(S(=O)(=O)N3CCC(C(=O)NC4CCC(C)CC4)CC3)cc2CC1C (stereo unspecified)	0.9	8.2	0.2	-2.2	-0.9	0.6	-0.9	3.2	-10.3	1.5

An excerpt of these results, with one line to a screen:
#43 COCCNC(=O)c1cc2c3ccccc3n(C)c2s1
#44 Cc1cc(C)c(S(=O)(=O)N2CCN(C(=O)c3cc4ccccc4oc3=O)CC2)c(C)c1

| Assay by compound | 43 | 44 |
| --- | --- | --- |
| DNMT1 inh | -14.8 | -1.8 |
| CendR NRP1 mod | -15.1 | 16.7 |
| bovine MsrA act | -3.0 | -0.6 |
| STEP block | 4.6 | -2.7 |
| MsrA inh | 3.2 | -0.8 |
| TbMetRS inhib | -0.1 | -0.2 |
| LMPTP inh | -1.0 | 3.1 |
| SUMO1 PPI mod | -0.6 | -2.7 |
| Scp1 inh | -2.5 | -12.2 |
| E coli Lon inh | -1.4 | -5.3 |
